STEP inh = blocks human striatal-enriched tyrosine phosphatase; P54829; recombinant STEP, OMFP fluorogenic substrate, fluorescence; inhibition, % at 20 µM; 0.25% of 360,000 active;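 active = inhibition at 20 µM, scaled per plate between control wells, above about 37%, limit read from the data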;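 also: 0% = DMSO with enzyme and substrate and 100% = substrate only without enzyme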
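Assay system: isolated STEP enzyme / Timing: 20 min at room temperature, dark / Doses: 20 µM, 1% DMSO / Technique: fluorescence intensity, excitation 480 nm, emission 540 nm / Reagent: fluorogenic phosphatase substrate OMFP at 25 µM final / Measure: percent inhibition scaled to no-enzyme and uninhibited-enzyme controls, plate-pattern corrected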
NadD block = blocks S. aureus nicotinate mononucleotide adenylyltransferase; purified NadD enzyme, colorimetric absorbance read-out; 0.78% of 360,000 active; AID 602399; inhibition, % at 20 µM; in the data active = inhibition above about 26%; also: some compounds past the cut are filed as inactive
LMPTP block = blocks human LMPTP phosphatase; P24666; recombinant LMPTP-A, OMFP fluorogenic substrate, fluorescence intensity; inhibition, % at 20 µM; 0.22% of 360,000 active; AID 651560;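 active = compounds that cut the enzyme signal by at least half of the control window in the single-dose screen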;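 also: plate controls were DMSO wells with enzyme plus substrate for no effect and substrate without enzyme for full effect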
Target sequence (P24666 whole entry, looked up): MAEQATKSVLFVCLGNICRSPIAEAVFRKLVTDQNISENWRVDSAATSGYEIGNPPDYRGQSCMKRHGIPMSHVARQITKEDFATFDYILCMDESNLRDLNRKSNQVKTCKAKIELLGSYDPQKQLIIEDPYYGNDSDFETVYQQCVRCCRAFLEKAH
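Test system: LMPTP-A, protein tyrosine phosphatase of low molecular weight; Input: 0.625 nM enzyme; Incubation: 50 min dark incubation at room temperature; Signal: endpoint fluorescence intensity from OMFP dephosphorylation; Read-out basis: % inhibition versus control wells.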
MsrA inh = bovine MsrA inhibition | purified bovine MsrA, absorbance read-out | inhibition, % at 15.5 µM | 0.75% of 360,000 active; in the data active = inhibition above about 4.5%;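 also: 0% = vehicle wells with enzyme and 100% = reference inhibitor wells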
Scp1 inh = inhibitors of human Scp-1 phosphatase; AID 493091; Q9GZU7; 0.88% of 340,000 active; Recombinant Scp1, phosphopeptide, malachite green phosphate absorbance; inhibition, % at 20 µM;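 active = inhibition above about 50% at 20 µM, limit read from the data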;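 also: plate controls were DMSO wells with enzyme for no effect and wells lacking enzyme for full effect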
Target sequence (Q9GZU7 76-261 limits assumed): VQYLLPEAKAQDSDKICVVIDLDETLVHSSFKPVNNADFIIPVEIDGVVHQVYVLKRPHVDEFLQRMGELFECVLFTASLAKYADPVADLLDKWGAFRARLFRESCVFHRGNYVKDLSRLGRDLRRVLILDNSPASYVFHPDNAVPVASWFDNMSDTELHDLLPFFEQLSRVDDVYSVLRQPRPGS
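Test system – truncated SCP-1 phosphatase (76-261aa) · Reagent – Phosphorylated 17-residue peptide substrate · Incubation – 45 min room-temperature reaction, 5 min colour, 30 min stabiliser · Detection – colorimetric phosphate reagent with accelerator and stabiliser, absorbance at 630 nm · Measure – % inhibition at 20 µM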
SUMO1 PPI mod = SUMO1-SIM interaction modulation. 0.33% of 360,000 active. P63165. AID 602429. SUMO1 binding to a labelled peptide, TR-FRET, 1 h. inhibition, % at 20 µM; in the data active = inhibition above about 37%
Target sequence (P63165 whole entry, looked up): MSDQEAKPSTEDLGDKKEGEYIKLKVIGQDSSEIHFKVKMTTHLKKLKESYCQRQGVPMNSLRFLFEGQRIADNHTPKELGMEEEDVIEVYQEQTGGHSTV
Tb MetRS inh = blocks T. brucei methionyl-tRNA synthetase activity; purified T. brucei MetRS, ATP depletion, Kinase-Glo luminescence; inhibition, % at 11.9 µM; 0.4% of 360,000 active;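 active = inhibition above a per-plate cutoff of the control wells' mean inhibition plus 3 SD, cut at about 5.5% in these data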;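 also: 0% = DMSO wells median and 100% = median of wells with control inhibitor compound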
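Measured by: Kinase-Glo luciferase luminescence reporting remaining unconsumed ATP. Material: purified T. brucei MetRS enzyme. Doses: 11.9 µM compound single dose, 0.9% DMSO. Medium: HEPES buffer containing pyrophosphatase, BSA, spermine, DTT. Times: 15 min preincubation, 2 h reaction, all 25 °C. Reagent: methionine, ATP and bulk E. coli tRNA.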
Rpn11 inh = blocks the human proteasome subunit Rpn11 | O00487 | human 26S proteasome, Ub4-pepOG fluorescence polarization; 20S core pre-blocked with epoxomicin | calls only at 20 µM | 0.59% of 360,000 active | AID 588493;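 active = inhibition at 20 µM, scaled to each plate's controls, above about 33%, limit read from the data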
Target sequence (O00487 whole entry, looked up): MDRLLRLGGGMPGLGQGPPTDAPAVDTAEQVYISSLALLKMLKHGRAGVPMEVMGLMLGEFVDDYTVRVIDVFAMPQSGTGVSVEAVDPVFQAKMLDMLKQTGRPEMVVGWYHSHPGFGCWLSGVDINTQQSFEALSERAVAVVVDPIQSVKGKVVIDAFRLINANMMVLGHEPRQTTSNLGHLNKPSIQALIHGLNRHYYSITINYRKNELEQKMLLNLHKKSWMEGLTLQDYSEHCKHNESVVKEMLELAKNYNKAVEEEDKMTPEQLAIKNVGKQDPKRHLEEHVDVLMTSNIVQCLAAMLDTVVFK
DNMT1 block = DNMT1 (human) enzyme inhibition. P26358. DNMT1 molecular beacon, Hinp1I cleavage, fluorescence. inhibition (reported as % activation of signal), % at 10 µM. 0.83% of 360,000 active. AID 588458; in the data active = inhibition above about 50%
CSN deneddyl inh = CSN deneddylation inhibition. Purified CSN, SCF-Nedd8-OG deneddylation, fluorescence polarization. Q92905. inhibition, % at 12.5 µM. 0.38% of 360,000 active;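 active = pattern-corrected inhibition above about 35%, with an unprinted fluorescence ratio check between 0.5 and 1.5, limit read from the data, passing the limit was not always enough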;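 also: 0% = enzyme with substrate and 100% = substrate without enzyme; some results filed as inactive read as strong as hits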
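Test system: Human Csn5 produced in HEK293T cells | Compound: 12.5 µM single point | Times: 90 min, room temperature | Signal: Fluorescence polarization readout | Read-out basis: % inhibition of substrate cleavage by Csn5 | Controls: no-enzyme wells high, enzyme-with-substrate wells low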
Starred values were filed as active, the others as inactive; i = inactive; x = not tested or not shown; & = joins results of further samples.

SMILES	STEP inh	NadD block	LMPTP block	MsrA inh	Scp1 inh	SUMO1 PPI mod	Tb MetRS inh	Rpn11 inh	DNMT1 block	CSN deneddyl inh
O=S(=O)(c1ccc(F)cc1)N1CCN(c2ccccc2)CC1	2.7	0.9	-0.6	0.3	-10.8	1.6	-0.6	i	-2.1	-7.9
O=C(COn1nnc2ccc(C(F)(F)F)cc21)Nc1nnc(-c2ccccc2)o1	4.1	10.1	-2.1	1.5	-11.9	3.8	-0.8	i	-1.6	-3.0
CC1CCC2C(=O)N(c3ccccc3OC(=O)c3ccccc3)C(=O)C2C1 (configuration not stated)	-2.3	-0.8	-1.8	-0.6	-8.4	1.2	0.0	i	-2.1	-2.8
CCOC(=O)C(c1nc2ccccc2[nH]1)n1c(-c2ccccn2)nc2ccccc21 (configuration not stated)	3.0	1.4	-0.9	0.2	x	-4.3	-0.3	i	-5.6	-1.5
CC(=O)Nc1ccc(NC(=O)C(C)OC(=O)C(C)SCC(=O)Nc2ccc(F)cc2)cc1 (configuration not stated)	-0.5	-2.1	-0.3	-0.4	-2.0	4.2	-0.5	i	-0.1	1.1
Cc1ccccc1-n1ccnc1SCC(=O)O	8.7	-2.7	0.6	1.2	1.1	-0.4	0.2	i	2.7	-5.3
N#C/C(=N\O)c1nc(-c2ccccc2)cs1	-0.8&-0.6	2.3&7.8	0.6&-2.1	1.7&1.2	-10.7&-6.1	-11.9&-8.8	-0.5&-0.3	i	-4.7&-2.9	-1.5&-1.5
COc1ccccc1CNC(=O)c1cc(-c2cc(Cl)ccc2C)n[nH]1	-1.0	-4.9	1.7	-0.9	x	2.7	-0.3	i	1.2	1.2
CCn1c(=O)c(C(=O)CN(C)Cc2cccc(OC)c2OC)c(N)n(Cc2ccccc2)c1=O	-4.9	-9.1	-2.8	-0.1	-1.6	0.8	-1.9	i	-1.9	5.5
CC1CCC(NC(=O)CCN2C(=O)C3CC=CCC3C2=O)CC1 (configuration not stated)	38.0	8.2	0.5	1.3	-4.6	2.5	-0.6	i	3.7	2.7
CCCn1c(C)cc(/C=C(\C#N)C(=O)OCC(=O)Nc2cccc(OC)c2)c1C	-1.3	-3.6	1.9	0.7	-4.4	-5.2	0.2	i	-18.0	-2.0
COc1cccc(C2=NOC(C(=O)Nc3cccnc3)C2)c1 (configuration not stated)	2.6	-7.2	-0.9	1.5	-1.8	0.0	-0.2	i	3.1	-0.3

Quoted at random: 3 records from the list, in no set order.
SMILES	STEP inh	NadD block	LMPTP block	MsrA inh	Scp1 inh	SUMO1 PPI mod	Tb MetRS inh	Rpn11 inh	DNMT1 block	CSN deneddyl inh
CCn1c(=O)c(C(=O)CN(C)Cc2cccc(OC)c2OC)c(N)n(Cc2ccccc2)c1=O	-4.9	-9.1	-2.8	-0.1	-1.6	0.8	-1.9	i	-1.9	5.5
COc1ccccc1CNC(=O)c1cc(-c2cc(Cl)ccc2C)n[nH]1	-1.0	-4.9	1.7	-0.9	x	2.7	-0.3	i	1.2	1.2
N#C/C(=N\O)c1nc(-c2ccccc2)cs1	-0.8&-0.6	2.3&7.8	0.6&-2.1	1.7&1.2	-10.7&-6.1	-11.9&-8.8	-0.5&-0.3	i	-4.7&-2.9	-1.5&-1.5

Later entries:
SMILES	STEP inh	NadD block	LMPTP block	MsrA inh	Scp1 inh	SUMO1 PPI mod	Tb MetRS inh	Rpn11 inh	DNMT1 block	CSN deneddyl inh
CCSc1nnc2c3cc(CC)ccc3n(C)c2n1	1.5	-0.6	0.8	x	8.1	-17.2	-1.4	i	1.7	0.0
O=C(NCc1ccccc1F)c1ccc(S(=O)(=O)Nc2cccc(C(F)(F)F)c2)cc1	-2.8	-9.7	0.8	0.5	-10.4	2.2	-0.1	i	-4.0	-11.8
CC1CN(c2oc(-c3cccs3)nc2C#N)CC(C)O1 (configuration not stated)	1.8	-2.5	-0.3	2.3	22.5	1.3	-0.6	i	2.2	-3.1
CCn1c2ccc(F)cc2c2nnc(SCCN3CCOCC3)nc21	-0.8	-0.6	-0.4	0.6	-7.3	-6.3	0.0	i	0.0	-3.4
Cc1cnc(C(=O)Nc2nc(-c3ccccc3)cs2)cn1	0.9	-3.7	-0.4	-0.1	-4.1	1.1	-0.5	i	-6.2	-9.6
Cc1ccc(NC(=O)CN2C(=O)NC(C)(CC(C)C)C2=O)cc1F (configuration not stated)	-3.8	0.3	-0.4	0.4	-6.7	-1.3	0.0	i	-3.9	0.1
COc1ccc(-n2cc(-c3ccc(Cl)cc3)[nH]c2=S)cc1	0.6	11.8	1.1	-0.8	-6.8	-4.1	-0.5	i	0.0	-5.9
CC(=O)c1c(C)[nH]c(C(=O)CSc2nnc(-c3cccs3)n2Cc2ccccc2)c1C	2.2	16.9	1.6	0.8	-1.8	-4.0	-0.6	i	-3.4	1.2
COc1ccc(C)cc1N(C(=O)c1ccccc1)c1nc2ccccc2s1	3.3	-3.9	4.0	-0.9	-16.0	-3.5	-0.2	i	-5.8	-9.7
CCOC(=O)C1(C)C=C(Nc2ccc(O)cc2)C(=O)N1c1ccc(O)cc1 (configuration not stated)	-6.4	-1.7	7.2	0.4	-5.2	2.1	0.8	i	-9.9	-0.8
Cc1cc(C)c(C(=O)CSc2nnc(N)s2)c(C)c1	0.4	10.7	-0.8	-0.6	-0.7	3.4	0.2	i	-1.0	1.4
COc1ccc(-c2cc(C(=O)Nc3c(C)nn(Cc4ccc(Cl)cc4)c3C)no2)cc1	-11.0	-1.9	-1.0	-0.9	-10.7	-0.7	-0.9	i	3.0	1.6
COc1ccccc1C(=O)N/N=C/c1ccc(Cl)s1	-0.8	-1.0	-1.6	2.6	-4.4	-17.2	-0.5	i	13.5	-1.7
Cc1onc(-c2c(F)cccc2Cl)c1C(=O)N1CCCc2ccccc21	2.5	-4.7	1.3	-0.6	-4.9	0.4	-0.5	i	-1.9	-3.3
O=C(/C=C/c1cccc(Cl)c1)N1CCC(Cc2ccccc2)CC1	0.1	-3.8	7.7	-1.1	-6.7	-0.7	0.4	i	-5.0	-4.9
COc1ccc(S(=O)(=O)N(CC(=O)NCc2ccco2)c2ccccc2)cc1OC	0.2	0.8	-1.7	1.7	6.3	1.1	-0.3	i	4.2	-5.0
Cc1ccccc1N1CCN(c2ncnc3scc(-c4cccs4)c23)CC1	3.3	14.1	3.0	0.3	-2.5	1.6	0.1	i	1.1	5.6
N#Cc1ccc(C(=O)Nc2nnc(-c3ccco3)o2)cc1	0.9	-3.8	-2.2	2.1	-9.1	0.6	-0.6	i	-4.0	4.1
O=C1NN(c2ccc(Br)cc2)C(=O)/C1=C\c1ccc(O)cc1O	12.0	-5.0	10.6	1.8	0.5	-6.6	0.8	i	5.6	5.9
CCCNC(=O)/C=C/c1ccc(S(=O)(=O)Nc2ccccc2OC)cc1	2.4	-3.9	-0.2	1.8	-6.4	-4.2	-0.5	i	-2.7	-3.1
O=C(O)c1ccc(COc2ccc(Cl)cc2)o1	-0.5	-2.8	-1.8	-1.2	-5.0	-1.4	0.0	i	6.2	-6.2
Nc1cc(OCc2ccccc2)ccc1OCc1ccccc1	3.7	16.9	1.2	0.1	0.5	1.0	-0.2	i	-4.2	-1.9
Cc1ccc(NC(=O)C(=O)NCc2ccco2)c(C)c1	2.5	-3.1	-0.7	-1.0	-2.5	-0.1	-0.4	i	-2.4	-1.6
CCOC(=O)C1=CN(Cc2ccco2)S(=O)(=O)N(C)C1c1ccc(C(F)(F)F)cc1 (configuration not stated)	2.4	-1.8	2.5	-0.5	-1.3	6.1	-0.6	i	2.4	4.1
COc1ccc(NC(=O)c2cnc(NS(=O)(=O)c3ccccc3)nc2)cc1	-2.1	-5.2	-0.2	-0.2	-7.1	8.8	0.5	i	0.5	8.0
CCOC(=O)c1nn(-c2ccccc2)c(C#N)c1NC(=O)c1nn(CC)cc1Br	-0.6	-2.0	1.7	1.9	-10.8	8.8	-1.3	i	2.6	-4.7
CN1CCC2(CC1)NC(=O)NC2=O	0.5	-2.7	-3.6	0.9	0.0	2.6	-0.1	i	1.4	3.1
COC(=O)c1ccc(/C=N/NC(=O)CC(=O)NC2CCCCC2)cc1	2.1	-7.1	0.8	0.4	0.9	-13.2	0.3	i	0.4	2.8
O=C(N/N=C/c1ccc(Cl)c([N+](=O)[O-])c1)C1CC1	0.2	-4.6	-0.5	0.3	-4.0	-16.7	-0.1	i	0.6	0.8
Cc1cccc(C)c1NC(=O)C(NC=O)c1ccc(Cl)cc1 (configuration not stated)	0.2	-5.3	-1.0	-0.6	-3.6	2.0	-0.6	i	-1.6	-4.0
Cc1ccc(-c2nc(SCC(=O)Nc3cc(S(=O)(=O)N4CCCCC4)ccc3Cl)n[nH]2)cc1	-0.2	21.1	2.6	0.0	-16.6	11.0	0.5	i	-9.0	-0.1
C=CCC(O)(CCN1CCCCC1)c1ccccc1 (configuration not stated)	-5.6	0.0	-1.4	0.2	-4.8	-3.4	-0.6	i	2.6	-0.5

Seven structures from above, arranged by heavy-atom count, low to high:
SMILES	STEP inh	NadD block	LMPTP block	MsrA inh	Scp1 inh	SUMO1 PPI mod	Tb MetRS inh	Rpn11 inh	DNMT1 block	CSN deneddyl inh
O=C(N/N=C/c1ccc(Cl)c([N+](=O)[O-])c1)C1CC1	0.2	-4.6	-0.5	0.3	-4.0	-16.7	-0.1	i	0.6	0.8
C=CCC(O)(CCN1CCCCC1)c1ccccc1 (configuration not stated)	-5.6	0.0	-1.4	0.2	-4.8	-3.4	-0.6	i	2.6	-0.5
Cc1ccc(NC(=O)C(=O)NCc2ccco2)c(C)c1	2.5	-3.1	-0.7	-1.0	-2.5	-0.1	-0.4	i	-2.4	-1.6
Cc1cccc(C)c1NC(=O)C(NC=O)c1ccc(Cl)cc1 (configuration not stated)	0.2	-5.3	-1.0	-0.6	-3.6	2.0	-0.6	i	-1.6	-4.0
COC(=O)c1ccc(/C=N/NC(=O)CC(=O)NC2CCCCC2)cc1	2.1	-7.1	0.8	0.4	0.9	-13.2	0.3	i	0.4	2.8
CCOC(=O)c1nn(-c2ccccc2)c(C#N)c1NC(=O)c1nn(CC)cc1Br	-0.6	-2.0	1.7	1.9	-10.8	8.8	-1.3	i	2.6	-4.7
CCOC(=O)C1=CN(Cc2ccco2)S(=O)(=O)N(C)C1c1ccc(C(F)(F)F)cc1 (configuration not stated)	2.4	-1.8	2.5	-0.5	-1.3	6.1	-0.6	i	2.4	4.1
